Compound activity from PubChem.
HEK293 NOD2/NF-kB = inhibition of NOD2-driven NF-kB reporter – cell-based, luminescence, uHTS, HEK293 (AID 1566); 0.63% of 290,000 active; HEK293 NOD2/NF-kB luciferase reporter, luminescence; higher % means a stronger effect; inhibition, % at 4 µM; hits with a dose series show EC50 in µM; note: many of its hits are not listed in these tables
GPR55 antagonists = GPR55 antagonists blocking LPI-driven arrestin recruitment, primary screen, imaging, U2OS, beta-arrestin-GFP, LPI agonist (AID 2013); U2OS GPR55 beta-arrestin-GFP translocation imaging, LPI antagonism; higher % means a stronger effect; inhibition, % at 10 µM; hits with a dose series show IC50 in µM; 0.13% of 290,000 active;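 active = spots per cell inhibited over 60%, with over 100 cells counted and total cytoplasm intensity under 500,000; inconclusive = wells with under 100 cells, flagged as likely toxic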;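 note: U2OS cells stably carrying GPR55 and arrestin-GFP stimulated by 5 µM LPI near EC80; imaged beta-arrestin-GFP aggregate spots per cell after agonist stimulation; plate controls were LPI-stimulated DMSO wells for no effect and DMSO wells without LPI for full effect; some results filed as inactive read as strong as hits; confirmed hits need IC50 under 10 µM and bright autofluorescent wells are also inconclusive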
T cell modulator = T cell immune modulators affecting CD8 T cell-vesicle binding; 2C CD8+ T cell-vesicle binding, flow cytometry; active compounds read low; AID 2052; calls only at 7 µM; 0.068% of 330,000 active;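 active = response, share of CD8 T cells binding vesicles, and their 90th percentile fluorescence all below set limits, cut at about 80% in these data, passing the limit was not always enough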
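Material: 2C TCR transgenic mouse naive CD8+ T cells, MACS-purified. Also added: QL9-charged Drosophila Ld/ICAM-1/B7-1 vesicles. Timing: binding 1.5 h at 37 °C. Measured by: high-throughput flow cytometry with anti-B7-1 and anti-CD8 staining. Read-out: percent CD8+ FL2 mean versus row control. Controls: Unloaded micro-vesicles (low), QL9 vesicles with 0.7% DMSO (high).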
GPR55 beta-arrestin = GPR55 agonists via beta-arrestin recruitment, primary screen, imaging, U2OS cells, beta-arrestin-GFP redistribution (AID 1961) | U2OS GPR55 beta-arrestin-GFP redistribution imaging; higher % means a stronger effect | activation, % at 10 µM, or EC50 in µM where a hit was titrated | 0.048% of 290,000 active;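 active = activation above 40% with more than 50 cells counted in the well; inconclusive = wells holding fewer than 50 cells, flagged as toxic or sparse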;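 note: U2OS osteosarcoma cells stably expressing GPR55 and beta-arrestin-GFP; plate controls were DMSO negative control for no effect and LPI positive control for full effect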
KOR beta-arrestin-1 = kappa opioid receptor blockers – cell-based, luminescence, uHTS (AID 1778) | KOR beta-arrestin recruitment, luminescence, antagonist mode; higher % means a stronger effect | one-dose inhibition, % at 10 µM; IC50 in µM for titrated hits | 0.091% of 290,000 active; note: strong numbers were not always called active
KOR beta-arrestin-2 = KOR agonists, beta-arrestin recruitment, primary screen, cell-based, luminescence, uHTS (AID 1777) | KOR beta-arrestin recruitment, luminescence; higher % means a stronger effect | activation, % at 10 µM, or EC50 in µM where a hit was titrated | 0.02% of 280,000 active; in the data active = activation above about 50%, passing the limit was not always enough; note: a part of the inactive calls stands beside numbers as strong as those of hits
NTR1 agonist = NTR1-driven beta-arrestin-GFP spot formation – imaging, U2OS cells, high content, primary screen (AID 493036); 0.17% of 330,000 active; activation, % at 20 µM; agonist mode;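 active = activation at or above 40% of the spot to cytoplasm intensity ratio, with at least 20 cells analyzed; inconclusive = wells under 20 cells, flagged as cytotoxic or low count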;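 note: 0% = DMSO without peptide and 100% = 100 nM NTR1 peptide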
Target sequence (P30989 whole entry, looked up): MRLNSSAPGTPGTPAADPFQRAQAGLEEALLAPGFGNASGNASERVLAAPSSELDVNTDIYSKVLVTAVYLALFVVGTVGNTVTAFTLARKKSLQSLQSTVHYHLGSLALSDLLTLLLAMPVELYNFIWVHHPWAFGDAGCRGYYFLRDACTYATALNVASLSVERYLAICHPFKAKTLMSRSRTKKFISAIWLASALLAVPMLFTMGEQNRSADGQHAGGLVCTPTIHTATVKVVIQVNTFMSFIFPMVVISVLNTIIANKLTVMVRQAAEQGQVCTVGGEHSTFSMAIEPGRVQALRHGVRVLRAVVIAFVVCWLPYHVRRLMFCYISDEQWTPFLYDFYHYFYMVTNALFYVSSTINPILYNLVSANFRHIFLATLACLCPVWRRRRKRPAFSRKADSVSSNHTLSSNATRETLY
NOD1 NF-kB reporter = inhibition of NOD1-driven NF-kB reporter – cell-based, luminescence, uHTS, primary screen (AID 1578); NOD1-driven NF-kB luciferase reporter cells, luminescence; higher % means a stronger effect; inhibition, % at 4 µM, or EC50 in µM where a hit was titrated; 1% of 290,000 active; in the data active = inhibition mostly above about 36%, no sharp cut-off; inactive = mostly below about 34%;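 note: HEK-293T reporter cells stimulated with the NOD1 agonist gamma-tri-DAP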
Myeloid diff MLP = compounds promoting myeloid differentiation; ER-HoxA9 myeloid progenitors, lysozyme-GFP differentiation, flow cytometry; calls only at 10 µM; 1% of 360,000 active; AID 624256;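 active = normalized GFP-positive differentiation at or above the plate's own cutoff, the solvent-only control mean plus 3 SD; inconclusive = no clear call, values can overlap the other calls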;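 note: cells exposed to compound for four days before flow analysis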
T cell modulator vesicle-bound % = recorded beside T cell modulator, whose call it bears; double positive events, %; measured here: CD8+ vesicle-bound cell fraction;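 binding gate set so that unloaded-vesicle control wells show 10% double positive cells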
NTR1 agonist cell count 20 µM = second read-out of NTR1 agonist, no call of its own (marks repeat the call); cell count; measured here: cell count, cytotoxicity flag
Myeloid diff MLP GFP+ MAC1+ % = second read-out of Myeloid diff MLP, no call of its own (marks repeat the call); GFP+ MAC1+ double positive, %; measured here: differentiation confirmed by MAC1 staining
The depositor's hits bear a star; i = inactive; ? = inconclusive; . = no result given; [ ] = dose if it differs, or a comment. Cut-off read from the data, not from the text of the source, unless noted: active = inhibition above about 50%; inactive = the rest. Not all compounds are listed. The share of hits here may be higher or lower than overall.

SMILES	HEK293 NOD2/NF-kB	GPR55 antagonists	T cell modulator	T cell modulator vesicle-bound %	GPR55 beta-arrestin	KOR beta-arrestin-1	KOR beta-arrestin-2	NTR1 agonist	NTR1 agonist cell count 20 µM	NOD1 NF-kB reporter	Myeloid diff MLP	Myeloid diff MLP GFP+ MAC1+ %
O=C(CC1C(=O)NCCN1CC1CCCCC1)NCc1ccc(F)cc1 (stereo unspecified)	-3.1%	-1.3%	i	24.6	0.4%	-2.6%[20 µM]	6.4%	0.1	53	-23.7%	i	0.3
Cc1ccc(C)c(N2N=C(C(=O)Nc3ccccc3N3CCCC3)CCC2=O)c1	11.4%	11.2%	i	27.5	-0.1%	-4.3%	0.0%	5.5	72	12.3%	?	.
COC(=O)c1nnn(-c2nonc2N)c1CSc1ccc(Cl)cc1	0.9%	22.0%	i	34.3	0.2%	2.1%	-2.9%	-1.4	51	-18.9%	i	1.6
O=C(NCCc1c[nH]c2ccccc12)Nc1cccc2ccccc12	11.4%	14.5%	i	37.0	-0.1%	15.8%	-3.5%	-1.5	46	5.2%	i	0.5
Cc1ccccc1NC(=O)C(=O)NCCc1ccccc1	-2.8%	13.6%	i	4.9	0.3%	0.2%	4.0%	2.4	55	-36.7%	i	1.1
CC1CCN(C(=S)c2ccc(N(C)C)cc2)CC1	-20.6%	3.2%	i	1.9	-0.1%	-3.4%	1.0%	-0.7	35	-31.9%	i	0.4
COC(=O)c1ccccc1NC(=S)N(C)C	7.5%	6.8%	i	14.5	0.4%	-13.9%	1.7%	0.8	40	0.9%	i	0.6
COc1ccc(CNC(=O)CN(C)Cc2ccc(SC)cc2)cc1	0.7%	-2.7%	i	18.2	0.1%	-30.0%	0.1%	-0.1	35	-20.0%	i	1.9
CCOc1cc(C2NC(=O)NC(O)(C(F)(F)F)C2C(=O)c2ccc(OC)cc2)ccc1O (stereo unspecified)	9.3%	-2.9%	i	32.6	-0.2%	.	-0.2%	2.3	48	20.2%	i	0.6
CS(=O)(=O)N(CC(=O)N1CCOCC1)c1cccc(F)c1	-6.1%	-17.8%	i	54.5	0.2%	-59.5%[20 µM]	0.1%	1.4	54	2.2%	i	0.9
O=C(NCc1cccnc1)Nc1cc(Cl)cc(Cl)c1	5.4%	3.5%	i	7.8	0.0%	-11.0%	6.2%	1.0	46	-46.6%	i	0.7
O=C(NCCNc1ccc([N+](=O)[O-])cc1C(F)(F)F)c1ccccc1F	8.8%	-3.4%	i	54.7	-0.1%	23.5%	4.9%	1.5	66	13.1%	i	0.7
Cc1cc(C)cc(Oc2ccc(-c3nnc(-c4ccccc4)o3)cc2[N+](=O)[O-])c1	18.7%	6.7%	i	16.9	-0.1%	28.5%	0.2%	0.3	53	-14.7%	i	0.5
Cc1ccc(C)c(OCCCC(C)(C)C(=O)O)c1	14.2%	4.4%	i	22.3	0.5%	-0.2%	-4.2%	2.8	52	8.0%	i	1.2
COc1ccc(-c2oc3ncnc(NCCCO)c3c2-c2ccc(OC)cc2)cc1	-19.0%	5.0%	i	52.0	-0.2%	-20.9%	2.0%	6.2	66	45.1%	i	0.4
S=C(c1ccc(Br)cc1)N1CCCC1	8.7%	7.8%	i	51.3	-0.2%	15.3%	0.8%	-1.2	91	-11.9%	i	0.8
O=C(CSc1nnnn1-c1ccc(Cl)c(C(=O)O)c1)NC(c1ccccc1)c1ccccc1	-45.6%	1.2%	i	36.0	0.5%	.	3.8%	-0.6	56	-10.5%	i	0.5
c1ccc(-c2nnc(SCCC3OCCCO3)o2)cc1	-73.9%	6.2%	i	38.3	0.2%	-7.9%	-2.6%	1.2	97	-27.8%	i	5.7
CC(Oc1ccccc1)C(=O)Nc1nnc(S(=O)(=O)Nc2ccccc2)s1 (stereo unspecified)	14.1%	-1.3%	i	21.6	0.8%	-37.1%[20 µM]	-1.6%	-0.5	46	-5.4%	i	3.0
COc1cccc(NC(=O)N2CCCC2C(=O)Nc2cc(C)ccc2OC)c1 (stereo unspecified)	22.0%	12.1%	i	32.4	-0.2%	-1.4%	0.3%	-0.2	35	-23.0%	i	0.3
CC(C)OC(=O)CC1C(=O)NCCN1C(=O)COc1ccc(C(C)(C)C)cc1 (stereo unspecified)	19.4%	2.4%	i	38.6	-0.4%	-3.8%	-3.1%	3.6	61	-8.2%	.	.
CCN(CC)C(=O)CSc1nc2ccc(NC(=O)CSc3nccn3C)cc2s1	11.8%	2.0%	i	19.2	0.2%	-44.1%	-0.4%	1.8	35	-4.9%	i	6.5
CCc1ccc2[nH]c3nc(N/N=C/c4ccc(O)cc4O)nnc3c2c1	-105.6%	-10.2%	i	47.4	0.5%	13.5%[20 µM]	-3.6%	3.5	29	-16.5%	i	0.0
Clc1ccc(OCc2nc(-c3ccncc3)no2)c(Cl)c1	-127.0%	1.6%	i	26.2	-0.1%	23.7%	-1.2%	-1.0	86	-23.1%	i	0.5
COc1ccc(C(=O)N2CCOC2CNC(=O)C(=O)NCc2ccc(Cl)cc2)cc1 (stereo unspecified)	-0.4%	6.6%	i	29.3	0.4%	-46.4%	1.8%	-1.7	65	-43.7%	i	0.7
CCOC(=O)c1sc2nc(C)nc(Nc3ccccc3)c2c1C	-0.5%	18.4%	i	43.8	-0.3%	-42.6%	25.2%	1.6	46	-4.9%	i	0.4
COc1ccc(NS(=O)(=O)c2ccc(Oc3ncccn3)cc2)cc1	12.2%	-0.1%	i	52.4	0.2%	5.7%	5.5%	0.4	36	10.8%	i	1.4
N#Cc1nc(COc2ccccc2Cl)oc1NCc1cccnc1	0.8%	12.7%	i	40.0	0.3%	-2.8%	6.8%	0.4	84	15.7%	i	0.8
Cc1cccc(OCC(=O)NNS(=O)(=O)c2ccccc2F)c1	-2.0%	5.1%	i	12.6	0.2%	-19.0%	-5.6%	0.1	58	-19.2%	i	0.9
Cc1ccc(-n2nc3c(N4CCC(C(=O)N5CCCCCC5)CC4)nnc(C)c3c2C)cc1	15.6%	3.8%	i	28.3	-0.1%	-37.1%	2.3%	7.3	58	-36.9%	?	.
CC1(C)c2[nH]c3ccccc3c2C[C@H]2C(=O)N(CCCCCO)CC(=O)N21	9.2%	-4.7%	i	51.4	0.0%	8.9%	-1.2%	-0.4	92	2.2%	i	0.4
CC(C)C(NS(=O)(=O)c1cccc2nsnc12)C(=O)Nc1nc2ccc(Cl)cc2s1 (stereo unspecified)	0.7%	-5.1%	i	39.4	-0.1%	30.9%	-8.8%	3.8	69	-2.8%	i	0.6
COn1c(-c2ccccc2)nc2ccc(Cl)cc21	-37.6%	1.8%	i	33.2	0.0%	13.1%	-0.2%	3.3	65	-72.4%	i	1.5
O=C(O)COc1ccc2c(c1)O/C(=C\c1cccs1)C2=O	20.7%	6.9%	i	41.9	0.3%	17.4%	3.2%	-1.0	51	-6.4%	i	1.1
CCOc1ccc(CCNC(=O)CCS(=O)(=O)c2ccc(OC)cc2)cc1OCC	10.1%	3.9%	i	29.8	0.2%	21.9%	-2.1%	-2.4	91	-24.1%	i	0.2
CCSc1nnc(CNC(=O)C23CC4CC(CC(C4)C2)C3)n1Cc1ccccc1	21.2%	-0.7%	i	41.5	0.7%	25.6%	-2.8%	4.5	54	-16.0%	i	0.4
COc1ccc(NS(=O)(=O)c2cc3c(cc2C)N(C(C)=O)CCO3)cc1	20.6%	-3.2%	i	25.6	1.2%	-0.1%[20 µM]	-7.4%	1.7	92	-5.7%	i	2.0
COCCCNC(=O)c1cc2c(=O)n(C)c3ccccc3c2n1C	10.1%	6.9%	i	9.1	-0.1%	-9.2%	-4.9%	0.1	41	-9.2%	i	2.4
COc1ccc(NC2CC(=O)N(c3cccc(C)c3)C2=O)cc1 (stereo unspecified)	-2.4%	19.1%	i	12.8	?	24.6%	-1.4%	-1.5	59	-22.9%	i	1.6
O=C(Nc1cccc([N+](=O)[O-])c1)c1cc(S(=O)(=O)Nc2ccccn2)ccc1Cl	11.0%	2.1%	i	13.4	-0.2%	-0.3%	0.5%	-0.2	61	-10.1%	i	2.7
Cc1ccc(OCc2cc(C(=O)N3CCN(CC(=O)NC(C)C)CC3)no2)cn1	2.5%	7.1%	i	18.7	0.3%	-13.2%	-2.7%	-1.1	45	-25.3%	i	0.3
O=c1c2c(-c3ccccc3)csc2ncn1/N=C/c1ccc(O)c([N+](=O)[O-])c1	11.8%	18.8%	i	22.6	0.6%	6.3%	2.8%	1.7	39	-19.1%	i	0.4
O=C(CC(=O)N/N=C/c1cccs1)NCc1ccccc1	11.2%	7.7%	i	61.6	0.4%	22.3%	1.2%	1.0	48	-25.3%	i	0.6
O=C(Cc1ccccc1)NNC(=O)C1CCCC1	12.2%	12.6%	i	26.6	0.7%	-1.5%	-4.3%	0.6	55	-27.1%	i	0.5
COc1ccc(C2=NN(C3=NN=C(N)Cc4ncnn43)C(O)(C(F)(F)F)C2)cc1 (stereo unspecified)	-4.3%	10.1%	i	46.7	-0.3%	-16.3%	1.0%	1.9	49	-29.3%	i	0.5
Cc1ccc(S(=O)(=O)N2CCN(Cc3ccco3)CC2)cc1C	10.7%	-0.7%	i	5.2	-0.1%	-9.7%	-1.1%	1.1	69	10.5%	i	1.4
N/C(CC(=O)Nc1ccc(F)c(Cl)c1)=N\OC(=O)c1cccs1	-8.4%	6.7%	i	25.2	0.2%	-15.8%	-1.9%	4.7	59	0.4%	i	0.4
COc1ccc(CCNC(=O)C(=O)NCc2ccc(Cl)cc2)cc1OC	3.5%	-7.0%	i	48.6	-0.3%	22.2%	-3.6%	-0.7	51	-12.6%	i	0.2
CCC(C)NC(=O)C1CCN(S(=O)(=O)c2ccc3[nH]c(=O)ccc3c2)CC1 (stereo unspecified)	12.5%	-9.5%	i	31.2	-0.3%	12.4%[20 µM]	-5.4%	-2.3	58	-17.6%	i	0.9
O=C(NN1C(=O)c2ccccc2NC12CCCCC2)c1ccccc1	2.7%	-3.5%	i	34.6	0.1%	38.4%	-2.1%	1.2	38	-25.5%	i	0.1
